Eya2 phos inh – qHTS Assay for Inhibitors of the Phosphatase Activity of Eya2; Protein phosphatase EYA2 (Homo sapiens), O00167; recombinant Eya2, OMFP fluorescence dephosphorylation (OMFP is methylfluorescein phosphate); Potency, µM (titrated, usually from 76.9 µM), without a hit: top-dose activity, negative = inhibition, usual class: inhibitors; 0.006% of 330,000 active; AID 488837, 2010; further: potency means the concentration at half of the fitted maximal effect; on the % scale 0 is the no-effect control and ±100 the full control effect
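Eya2 protein (added as 0.2 uM solution) was preincubated with compound for 10 min at ambient temperature in 50 mM HEPES pH 7.5, 50 mM NaCl, 5 uM MgCl2, 0.05% BSA, 1 mM DTT. OMFP (added at 50 uM) then reacted 10 min; fluorescence read at 485/525 nm.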
GALK inh – qHTS Assay for Inhibitors of Human Galactokinase (GALK); P51570; Purified GALK, Kinase-Glo residual ATP luminescence; Potency, µM (top dose mostly 57.5 µM), for the others: at the highest dose activity change, negative = inhibition, actives largely listed as inhibitors; 0.007% of 270,000 active; AID 1868, 2009; further: potency means the concentration at half of the fitted maximal effect; on the % scale 0 is the no-effect control and ±100 the full control effect
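5 nM enzyme, 35 uM ATP, 100 uM galactose, 20 mM HEPES pH8.0, 5 mM MgCl2; 1 h RT; residual ATP by Kinase-Glo Plus luminescence, qHTS format.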
USP2a inh – qHTS Assay for Inhibitors of Ubiquitin-specific Protease USP2a Using CHOP2 as the Reporter | USP2 core, Ub-CHOP2 coupled fluorogenic reporter, 485/531 | Potency, µM (series often up to 38.3 µM), inactives show top-dose activity change, negative = inhibition, usual class: inhibitors | 0.01% of 330,000 active | AID 463254, 2010;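 further: potency means the concentration at half of the fitted maximal effect; plate controls were DMSO wells for no effect and full inhibition by NEM control for full effect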
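USP2 core (10nM final) preincubated 30min RT with compound in 20mM Tris-HCl pH 8.0, 2mM CaCl2, 2mM beta-mercaptoethanol, 0.05% CHAPS; 25nM Ub-CHOP2 plus 25nM reporter substrate added, fluorescence (Ex485/Em531) read after 60min.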
Menin MLL FP TR – qHTS Assay for Inhibitors Targeting the Menin-MLL Interaction in MLL Related Leukemias: Competition With Texas Red Labeled MLL-derived Mutant Peptide | O00255 | 0.23% of 270,000 active | Potency, µM (series often up to 61.6 µM), for inactives: top-dose FP activity change, negative = inhibition, hits mostly inhibitors | Menin + Texas Red MLL mutant peptide, fluorescence polarization | AID 1768, 2009; active means well fitted inhibition curve with a large enough effect in the polarisation, with a control signal flat, not every such curve was filed as active; inconclusive means small, poorly fitted or top-dose-only effect, or effect the other way, or a change in a side signal; inactive means no such curve, though single readings can be large or run the other way; the % refers to the polarisation; further: potency means the concentration at half of the fitted maximal effect; % of control where 0% means no effect; many of its hits are not listed in these tables
ASM inhibitor – Inhibitors of Secretory Acid Sphingomyelinase (S-ASM): qHTS; AID 504937, 2011; Potency, µM (titrated, usually from 57.5 µM), for the others: at the top dose activity change, negative = inhibition, usual class: inhibitors; Sphingomyelin phosphodiesterase (Homo sapiens), P17405; placental ASM, HMU-PC fluorogenic substrate, 60 min; 0.006% of 340,000 active; further: potency means the concentration at half of the fitted maximal effect
Target sequence (P17405 47-631 limits assumed): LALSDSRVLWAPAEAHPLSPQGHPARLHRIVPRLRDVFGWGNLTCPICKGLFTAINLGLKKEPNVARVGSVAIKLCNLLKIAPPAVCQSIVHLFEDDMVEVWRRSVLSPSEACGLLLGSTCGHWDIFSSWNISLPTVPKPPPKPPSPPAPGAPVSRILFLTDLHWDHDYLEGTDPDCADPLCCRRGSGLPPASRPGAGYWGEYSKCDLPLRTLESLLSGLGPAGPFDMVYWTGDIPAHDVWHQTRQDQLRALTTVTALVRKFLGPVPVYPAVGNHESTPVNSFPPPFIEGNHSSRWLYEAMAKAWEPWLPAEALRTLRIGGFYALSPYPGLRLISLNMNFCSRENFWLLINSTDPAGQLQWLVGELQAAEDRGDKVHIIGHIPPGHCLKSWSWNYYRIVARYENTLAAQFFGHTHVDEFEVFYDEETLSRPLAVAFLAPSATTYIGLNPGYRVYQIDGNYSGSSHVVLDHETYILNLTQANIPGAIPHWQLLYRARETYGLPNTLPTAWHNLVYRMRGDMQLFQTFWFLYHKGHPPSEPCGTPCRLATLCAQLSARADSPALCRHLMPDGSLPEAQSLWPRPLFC
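Human placenta-derived ASM enzyme was preincubated with compound for 10 minutes at room temperature, then given fluorogenic substrate HMU-PC0 (9 uM final) for 60 minutes at 37 °C; a pH 10 stop preceded fluorescence reading at Ex 386/Em 447 nm.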
TSHR antag – Antagonists of the Thyroid Stimulating Hormone Receptor: HTS campaign; AID 504810, 2011; TSHR-expressing cells, TSH-stimulated cAMP HTRF, 2 h; hits give low values; Thyrotropin receptor (Homo sapiens), P16473; activity change, negative = inhibition, % at 11.5 µM; 0.2% of 330,000 active;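 active means activity change below a set negative limit, meaning inhibition stronger than a set level, cut at about -70% in these data; inconclusive means activity change between two set negative limits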; further: on the % scale 0 is the no-effect control and ±100 the full control effect
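TSHR-expressing cells, 200/well, pre-treated with compound, then stimulated with EC80 TSH (4nM final) for 2 hours at 37 deg C. cAMP measured by competitive HTRF: anti-cAMP cryptate antibody in lysis buffer plus cAMP-d2, read after 30 minutes at room temperature.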
PKM2 activator – qHTS Assay for Activators of Human Muscle isoform 2 Pyruvate Kinase; purified PKM2, Kinase-Glo ATP luminescence, activation; response scale: 0% is enzyme alone, no compound; Potency, µM (series often up to 57.5 µM), for inactives: at the highest dose activation, usual class: activators; 0.34% of 260,000 active; Pyruvate kinase PKM (Homo sapiens), P14618; further: potency means the concentration at half of the fitted maximal effect; on the % scale 0 is the no-effect control and ±100 the full control effect; nearly all actives have a fitted effect of over 55% in size
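ATP formation by purified human PK-M2, quantified via coupled luciferase luminescence after 1 h at room temperature with 0.1 mM ADP and 0.5 mM PEP final.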
Chronic BCR inh – qHTS Assay to Find Inhibitors of Chronic Active B-Cell Receptor Signaling; ABC-DLBCL IkBa-CBG/CBR reporter, luminescence ratio, 4 h; Potency, µM (titrated, usually from 46.1 µM), for inactives: at the highest dose ratio change, negative = lower green/red ratio, most hits filed as inhibitors; 0.05% of 340,000 active; active means well fitted inhibition curve with a large enough effect in the signal ratio, with a control signal flat, not every such curve was filed as active; inconclusive means small, poorly fitted or top-dose-only effect, or effect the other way, or a change in a side signal; the % refers to the signal ratio;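 further: potency means the concentration at half of the fitted maximal effect; plate controls were basal doxycycline-induced cells for no effect and cells given 10 µM MG132 for full effect; MG132 reads +100%, hits lower the ratio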
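Concentration-response series (up to 46 uM) were applied to TMD8 dual-reporter cells for 4 h at 37C with doxycycline. Green/red ratio, after filter-overlap correction, defined %Activity; red signal alone was normalised to basal cells and zero luminescence.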
Mito fusion act – qHTS Assay for Small Molecule Inhibitors of Mitochondrial Division or Activators of Mitochondrial Fusion; S. cerevisiae fusion-defective mutant growth rescue, CellTiterGlo 48 h; Potency, µM (series often up to 46.1 µM), for the others: at the highest dose growth rescue (activation), hits mostly activators; 0.23% of 320,000 active; AID 485298, 2010;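 further: potency means the concentration at half of the fitted maximal effect; % of control where 0% means no effect; nearly all actives have a fitted effect of over 45% in size; temperature-sensitive fusion mutants such as fzo1-1 at 37 °C on non-fermentable ethanol glycerol medium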
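Yeast fusion mutant, YPEG (non-fermentable carbon), compound, 48 h at 37C non-permissive; CellTiterGlo added, 10 min RT, luminescence read. Rescued growth = division inhibition.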
KCNH2 WT inh – qHTS for Inhibitors of KCHN2 3.1: Wildtype qHTS. Voltage-gated inwardly rectifying potassium channel KCNH2 (Homo sapiens), Q12809. U2OS, BacMam KCNH2, thallium flux FluxOr; hits give low values. activity change, % at 1.84 µM. 0.37% of 340,000 active. AID 720551, 2013;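 active means maximum activity change below -70%; inconclusive means maximum activity change between -70% and -50%; inactive means maximum activity change above -50%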; further: on the % scale 0 is the no-effect control and ±100 the full control effect
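U2OS cells transduced with wild-type KCNH2 virus are loaded with FluxOr dye for 45 min, and thallium flux is measured in kinetic reads before and after stimulation buffer. Rate constants are normalized to DMSO controls.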
MBNL1-CUG inh – qHTS Assay for Inhibitors of MBNL1-poly(CUG) RNA binding; Potency, µM (top dose mostly 57.5 µM), for the others: at the highest dose activity change, negative = inhibition, most hits filed as inhibitors; Muscleblind-like protein 1 (Homo sapiens), Q9NR56; 0.036% of 280,000 active; TR-FRET MBNL1-His/biotin-(CUG)12 binding, 665/545 ratio; active means well fitted inhibition curve with a large enough effect in the signal ratio, with a control signal flat, not every such curve was filed as active; inconclusive means small, poorly fitted or top-dose-only effect, or effect the other way, or a change in a side signal; inactive means no such curve, though single readings can be large or run the other way; the % refers to the signal ratio; further: potency means the concentration at half of the fitted maximal effect; on the % scale 0 is the no-effect control and ±100 the full control effect
Target sequence (Q9NR56 whole entry, looked up): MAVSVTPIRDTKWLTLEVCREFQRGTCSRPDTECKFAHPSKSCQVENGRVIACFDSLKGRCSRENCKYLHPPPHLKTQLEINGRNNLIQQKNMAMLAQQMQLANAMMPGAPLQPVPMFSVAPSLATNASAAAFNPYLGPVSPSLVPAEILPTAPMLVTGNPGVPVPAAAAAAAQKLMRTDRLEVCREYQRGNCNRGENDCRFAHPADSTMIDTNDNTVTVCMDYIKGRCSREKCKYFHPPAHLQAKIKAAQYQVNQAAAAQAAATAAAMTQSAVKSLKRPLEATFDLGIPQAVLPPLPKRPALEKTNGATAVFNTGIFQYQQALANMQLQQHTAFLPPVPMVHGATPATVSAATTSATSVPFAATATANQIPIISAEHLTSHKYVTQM
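MBNL1-His + Biotin-(CUG)12, cpd titration 92 nM–58 uM; Tb anti-His Ab 0.055 ng/ul, SA-XL665 5 nM (final); 60 min RT; ratiometric 665/545 nm, Ex 340 nm; normalized to buffer and full-complex controls.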
* marks the source's active call; other numbers are inactive results; ? = inconclusive; / = no result given; [ ] = remark or other dose. Unless noted, the call rests on the fitted dose curve; in most records, active means well fitted curve in the direction sought with a large enough effect; inconclusive means small, poorly fitted or top-dose-only effect, or another doubt; inactive means no such curve, though single readings can be large; an effect the other way counts as inactive or inconclusive. A portion of the library, so the mix of outcomes need not match the whole.

The opening 4 records, to show the layout:
Second line of a record – Mito fusion act	USP2a inh	TSHR antag	Menin MLL FP TR	Chronic BCR inh	PKM2 activator	ASM inhibitor	MBNL1-CUG inh	Eya2 phos inh	KCNH2 WT inh	GALK inh
O=C(Nc1ccc(Cl)cc1)C1CC(=O)n2c(nc3ccccc32)N1 (stereo not drawn)
 : 15%	-1%	-1	0%	-2%	2%	-5%	/	5%	-6	11%
COC(=O)Nc1ccc(S(=O)(=O)N2c3ccccc3CCC2C)cc1 (stereo not drawn)
 : 10%	2%	-17	?	?	14%	-18%	-6%	-7%	6	3%
CCCCc1nnc(NC(=O)CSCc2cc(=O)n3cc(C)sc3n2)s1
 : 5%	0%	18	-2%	3%	-1%[0.46 µM]	0%	-3%	5%	0	1%
O=C(CSc1nnnn1-c1ccccc1)N1CCCc2ccccc21
 : 6%	-7%	-9	-2%	?	0%	0%	-2%	-7%	-9	0%

Main list (from the top)
Second line of a record – Mito fusion act	USP2a inh	TSHR antag	Menin MLL FP TR	Chronic BCR inh	PKM2 activator	ASM inhibitor	MBNL1-CUG inh	Eya2 phos inh	KCNH2 WT inh	GALK inh
O=C(Nc1ccc(Cl)cc1)C1CC(=O)n2c(nc3ccccc32)N1 (stereo not drawn)
 : 15%	-1%	-1	0%	-2%	2%	-5%	/	5%	-6	11%
COC(=O)Nc1ccc(S(=O)(=O)N2c3ccccc3CCC2C)cc1 (stereo not drawn)
 : 10%	2%	-17	?	?	14%	-18%	-6%	-7%	6	3%
CCCCc1nnc(NC(=O)CSCc2cc(=O)n3cc(C)sc3n2)s1
 : 5%	0%	18	-2%	3%	-1%[0.46 µM]	0%	-3%	5%	0	1%
O=C(CSc1nnnn1-c1ccccc1)N1CCCc2ccccc21
 : 6%	-7%	-9	-2%	?	0%	0%	-2%	-7%	-9	0%
O=C(CSc1nnc(-c2ccncc2)n1Cc1ccco1)Nc1nc(-c2ccccc2)cs1
 : 5%	2%	-47	0%	?	-2%	2%	0%	12%	2	-3%
Nc1ncn(C(=O)c2ccco2)n1
 : 3%	2%	-7	8%	1%	1%	0%	-2%	-1%	7	1%
Cc1cc(C)n(-c2nc3ccccc3nc2N2CCOCC2)n1
 : -5%	2%	0	3%	1%	-1%	22%	-5%	7%	2	/
Cc1cc(C)cc(OC(=O)CN2C(=O)c3ccccc3C2=O)c1
 : -1%	3%	-4	3%	1%	1%	-5%	6%	-8%	1	-2%
CC(C)(CO)NCc1cccc(OCc2ccc(Cl)cc2)c1
 : -7%	0%	1	0%	-4%	0%	1%	-6%	-1%	57	2%
CC(N=c1ccccn1C(=O)Nc1cccc(C(F)(F)F)c1)c1ccco1 (stereo not drawn)
 : 1%	/	/	-11%	/	-3%	-3%	14%	/	1	-1%
CC(C)(C)c1ccc(OCC(O)CSc2ncn[nH]2)cc1 (stereo not drawn)
 : 1%	-2%	-2	-3%	?	-1%	-2%	-1%	9%	6	2%
COCCSc1ccccc1C(=O)Nc1nncs1
 : 3%	1%	14	-16%	1%	6%	6%	-3%	5%	7	0%
CN(C(=O)Cn1cc(C(F)(F)F)cc(Cl)c1=O)C1CCS(=O)(=O)C1 (stereo not drawn)
 : -4%	0%	-1	/	-11%	/	-4%	/	10%	11	/
CS(=O)(=O)c1ccc(Cl)c(NC(=O)CCc2ccccc2)c1
 : -4%	0%	-1	15%	6%	1%	-1%	-5%	8%	7	3%
COc1ccc(C(C(=O)NCCC(C)C)N(CCN2CCOCC2)C(=O)Cn2nnc3ccccc32)c(OC)c1 (stereo not drawn)
 : -6%	-1%	3	8%	7%	20%	-2%	-8%	12%	-3	1%
CCC(=O)OCC(=O)Nc1ncc(C(F)(F)F)cc1Cl
 : 3%	1%	0	/	1%	-7%	15%	/	-2%	-1	1%
CCOC(=O)c1c(-c2cccs2)csc1NC(=O)CCCC(=O)O
 : 6%	1%	-8	-6%	?	-1%	4%	37%[activator]	-3%	1	-2%
Cc1sc2nc(C(C)C)nc(SCC(=O)NC3CC3)c2c1C
 : 11%	1%	-3	-5%	-13%	/	3%	3%	13%	9	-1%
Cc1onc(C(=O)NN)c1C(=O)N1CCN(C(c2ccccc2)c2ccccc2)CC1
 : 5%	-6%	-1	-8%	1%	-2%	-3%	3%	8%	-2	3%
O=C(c1ccc(Cn2cc(Br)cn2)o1)N1N=C(C(F)F)CC1(O)C(F)F (stereo not drawn)
 : 9%	1%	12	6%	?	-1%	-2%	-4%	16%	2	-3%
NC(=S)N1OC[C@@H]2COc3ccc4ccccc4c3[C@@H]21
 : 9%	2%	0	3%	?	-2%	1%	/	13%	-2	1%
Cc1c(-c2cccs2)[n+](=O)c2c(n1[O-])CCCC2
 : -4%	5%	-5	13%	?	-1%	-2%	14%	-3%	0	-2%
CCOc1ccc(S(=O)(=O)N2CCC(C(=O)NC3CCCCC3)CC2)cc1
 : 1%	0%	-6	/	0%	-2%	4%	5%	-1%	9	-4%
O=C(/C=C/c1ccccc1Cl)N1CCN(c2ncccn2)CC1
 : 10%	-1%	4	2%	?	0%	1%	-6%	-2%	1	2%
O=C(NCCc1ccccc1)c1ccc([N+](=O)[O-])cc1
 : -2%	-1%	2	7%	?	-9%	0%	?	-2%	-4	-1%
COc1ccc(CNC(=O)c2c(O)c3cccc4c3n(c2=O)CCC4)cc1OC
 : 6%	-1%	18	-1%	3%	-12%	2%	-8%	-27%	0	0%
COc1cc(OC)cc(C(=O)OCc2cc3ccccc3[nH]c2=O)c1
 : -3%	7%	87	11%	-2%	-9%	-2%	43%[activator]	15%	-14	1%
Cc1ccc(C2CC(c3ccco3)n3nc(N)nc3N2)cc1 (stereo not drawn)
 : -3%	2%	0	0%[11.7 µM]	-1%	1%	11%	-2%	12%	0	1%
COC(=O)CCCCCN1C(=O)/C(=C\c2ccncc2)SC1=S
 : -9%	2%	-9	/	/	9%	-17%	/	10%	0	3%
COc1ccc(CNCC2COc3ccccc3O2)cc1 (stereo not drawn)
 : -19%	1%	-6	?	3%	/	2%	-5%	-2%	12	3%
COC(=O)c1ccccc1NC(=O)C(CCS(C)(=O)=O)NC(C)=O (stereo not drawn)
 : -1%	-1%	0	8%	0%	1%	3%	-6%	9%	-7	-1%
COCc1cc(=O)[nH]c(/N=C(\N)Nc2c(F)cccc2F)n1
 : 0%	1%	0	/	-11%	-2%	-3%	-7%	0%	1	4%
Cc1ccc(C)c(S(=O)(=O)N2CCN(C(=O)CN3C(=O)C4CC=CCC4C3=O)CC2)c1 (stereo not drawn)
 : -5%	2%	3	/	-7%	/	0%	/	12%	-8	/
CC(NC(=O)c1ccc(N2CCCC2)c([N+](=O)[O-])c1)c1ccc(S(N)(=O)=O)cc1 (stereo not drawn)
 : 0%	-4%	-1	/	?	-5%	-4%	?	-3%	-4	-3%
Nc1cc(=O)[nH]c(=O)n1-c1cccc(F)c1
 : -1%	-1%	11	-5%	2%	2%	6%	-8%	1%	-1	0%
